Bioassay records (PubChem)
SENP8 inh: inhibitors of human SENP8 protease | AID 602440 | inhibition, % at 20 µM | actives 0.64% (n = 360,000) | Q96LD8 | recombinant SENP8, Nedd8 substrate fluorescence; in the data active = inhibition mostly above about 40%, no sharp cut-off; inactive = mostly below about 27%
Target sequence (Q96LD8 whole entry, looked up): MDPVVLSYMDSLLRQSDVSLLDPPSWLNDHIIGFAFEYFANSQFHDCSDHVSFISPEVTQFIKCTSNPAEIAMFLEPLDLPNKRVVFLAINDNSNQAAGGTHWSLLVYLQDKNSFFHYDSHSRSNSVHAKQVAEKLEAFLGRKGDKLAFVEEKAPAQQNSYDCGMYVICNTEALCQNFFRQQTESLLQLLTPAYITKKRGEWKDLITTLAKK
ATG4B inhibitor: inhibitors of human ATG4B cysteine protease; inhibition, % at 8.33 µM; actives 0.51% (n = 340,000); Q9Y4P1; ATG4B cleavage of LC3-PLA2, NBD-HPC fluorescence, 1 h; AID 504462; in the data active = inhibition above about 40%
NR3A LBD binder: modulators (binders) of human NR3A ligand-binding domain; NR3A LBD differential scanning fluorimetry, Tm shift; 0% = protein alone, 100% = glycine-bound protein; Tm shift relative to glycine control, % at 25 µM; actives 2.5% (n = 340,000);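 active = melting temperature shift of at least 10% of the positive control shift, at one fixed dose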
SENP1 FRET inh: blocks the human SENP1 SUMO protease catalytic domain. Q9P0U3. recombinant SENP1 catalytic domain, CyPet-SUMO1-YPet FRET cleavage. inhibition, % at 10 µM. actives 0.21% (n = 360,000);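 active = inhibition at least 30% at 10 µM, raw YFP signal under a set limit, fluorescence ratio 0.5 to 1.5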;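 note: 0% = enzyme with DMSO and 100% = no enzyme wells; some results filed as inactive read as strong as hits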
Target sequence (Q9P0U3 419-644 limits assumed): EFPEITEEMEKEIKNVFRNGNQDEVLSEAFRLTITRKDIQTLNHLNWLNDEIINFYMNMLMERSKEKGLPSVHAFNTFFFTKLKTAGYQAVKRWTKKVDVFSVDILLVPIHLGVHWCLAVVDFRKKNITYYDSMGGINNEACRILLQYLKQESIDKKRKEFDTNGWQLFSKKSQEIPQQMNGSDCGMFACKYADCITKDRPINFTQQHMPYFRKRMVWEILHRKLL
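system = hSENP1 catalytic domain, recombinant | reagent = SFCypet-SUMO1-SFYpet substrate at 25 nM | doses = one dose per compound, 10 µM, 0.5% DMSO | incubation = enzyme reaction for 50 min at room temperature, dark | measured by = FRET, CFP and YFP emission | controls = no-enzyme low, enzyme-DMSO high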
PfGluPho inh: PfG6PD (Plasmodium falciparum) enzyme inhibition; actives 0.78% (n = 350,000); inhibition, % at 20 µM; PfGluPho enzyme, NADPH resazurin-diaphorase fluorescence;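 active = inhibition reaching at least a set limit at 20 µM in the primary screen, cut at about 59% in these data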;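 note: 0% = DMSO wells with substrate and 100% = DMSO wells lacking glucose-6-phosphate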
MPTP inh: blocks calcium-induced mitochondrial swelling; actives 1.4% (n = 360,000); isolated mouse mitochondria, Ca2+ swelling absorbance, 30 min; inhibition, % at 10 µM;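 active = inhibition of 50% or more, scaled per plate between neutral and stimulator controls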;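 note: 0% = DMSO wells given calcium and 100% = 1 mM EGTA wells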
hIAP activ: human IAP activation; purified human IAP, CDP-Star luminescence, 30 min; stronger effect = higher value; 1 = vehicle-only enzyme, 0 = enzyme-free background; AID 2524; activation factor at 10 µM; actives 0.16% (n = 330,000); P09923;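 active = activation factor of the enzyme at least 2-fold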; note: the source names both 10 and 20 µM as test concentration; values of inactives mirror those of a sister screen read the other way
Target sequence (P09923 whole entry, looked up): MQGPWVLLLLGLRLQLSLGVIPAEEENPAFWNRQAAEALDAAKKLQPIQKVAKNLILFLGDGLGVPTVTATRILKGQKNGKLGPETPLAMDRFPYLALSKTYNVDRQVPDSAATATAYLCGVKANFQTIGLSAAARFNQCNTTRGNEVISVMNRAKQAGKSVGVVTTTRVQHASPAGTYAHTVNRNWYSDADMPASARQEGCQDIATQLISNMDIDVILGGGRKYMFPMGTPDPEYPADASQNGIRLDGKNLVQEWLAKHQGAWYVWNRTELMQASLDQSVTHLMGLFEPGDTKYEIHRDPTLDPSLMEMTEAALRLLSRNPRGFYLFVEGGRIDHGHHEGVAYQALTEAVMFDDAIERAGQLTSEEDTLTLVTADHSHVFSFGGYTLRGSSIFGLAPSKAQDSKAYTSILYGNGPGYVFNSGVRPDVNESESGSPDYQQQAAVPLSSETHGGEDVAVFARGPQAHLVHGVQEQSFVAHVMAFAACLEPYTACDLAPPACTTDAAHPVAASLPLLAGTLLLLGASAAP
SENP6 block: blocks the human protease SENP6 | Recombinant SENP6 catalytic domain, aminoluciferin luminescence | actives 1.8% (n = 330,000) | inhibition, % at 10 µM;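 active = inhibition above about 50% at the single tested dose, limit read from the data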;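 note: plate controls were DMSO wells with enzyme for no effect and DMSO wells lacking enzyme for full effect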
Starred values were filed as active, the others as inactive. Compounds as they come. Share with any hit: about 6.7%.

`COc1cccc(N2CC(C(=O)Nc3nnc(SCC(=O)Nc4ccc(NC(C)=O)cc4)s3)CC2=O)c1` (configuration not stated) gave SENP8 inh 8, ATG4B inhibitor -5, NR3A LBD binder 3, SENP1 FRET inh -1, PfGluPho inh -17, MPTP inh -1.5, hIAP activ 0.96 and SENP6 block 0.
O=C(CCCN=C1NS(=O)(=O)c2ccccc21)Nc1ccc(Cl)cc1 was read as SENP8 inh 16, ATG4B inhibitor -3, NR3A LBD binder 0, SENP1 FRET inh 1, PfGluPho inh 6, MPTP inh -0.7, hIAP activ 0.84 and SENP6 block 5.
`O=C1OCCC1=COCCOC=C1CCOC1=O` gave SENP8 inh 2, SENP1 FRET inh -1, PfGluPho inh -10 and MPTP inh -1.9.
Screening O=C(CSc1nc(O)c(C(c2ccccc2)c2ccccc2)c(=O)[nH]1)N1CCOCC1 returned SENP8 inh 11, ATG4B inhibitor 5, NR3A LBD binder 1, SENP1 FRET inh -1, PfGluPho inh -20, MPTP inh 0.6, hIAP activ 1.1 and SENP6 block -6.
For CN1CCN(CCC(=O)N/N=C/c2cc([N+](=O)[O-])ccc2OC(F)F)CC1 the results were SENP8 inh 5, ATG4B inhibitor -6, NR3A LBD binder 0, SENP1 FRET inh -1, PfGluPho inh 11, MPTP inh -0.2, hIAP activ 0.95 and SENP6 block 17.
For CCC(C)c1ccc(S(=O)(=O)N2CCN(c3ccccn3)CC2)cc1 (configuration not stated) the results were SENP8 inh 2, ATG4B inhibitor -4, NR3A LBD binder -1, SENP1 FRET inh 2, PfGluPho inh -30, MPTP inh 0.9, hIAP activ 1.2 and SENP6 block -5.
`COc1ccc(NC(=O)CN2CCC(n3c(C)nc4cc(F)ccc43)CC2)c(OC)c1` gave SENP8 inh 12, ATG4B inhibitor -24, NR3A LBD binder 0, SENP1 FRET inh 2, PfGluPho inh -13, MPTP inh -0.3, hIAP activ 0.91 and SENP6 block -20.
For C[C@H]1CN=C(N(C)C)N1CCCCc1ccccc1 the results were SENP8 inh 18, ATG4B inhibitor -4, NR3A LBD binder 0, SENP1 FRET inh -1, PfGluPho inh -9, MPTP inh -1.5, hIAP activ 0.92 and SENP6 block -4.
O=c1c2[nH]c3cccc(Cl)c3c2ncn1CC1CCCO1 (configuration not stated) was read as SENP8 inh -56, ATG4B inhibitor 31, NR3A LBD binder -4, SENP1 FRET inh -1, PfGluPho inh 9, MPTP inh 0.1, hIAP activ 1.1 and SENP6 block -2.
Cc1ccc(S(=O)(=O)Oc2ccc(C)cc2/C=N/N=C2\NC(=O)C(C)S2)cc1 (configuration not stated) was read as SENP8 inh 22, ATG4B inhibitor 5, NR3A LBD binder -14, SENP1 FRET inh 3, PfGluPho inh -36, MPTP inh -1.7, hIAP activ 0.96 and SENP6 block -6.
`CCOc1ccc(C=NCC(O)c2ccccc2)cc1` (configuration not stated) gave SENP8 inh 20, ATG4B inhibitor 6, NR3A LBD binder 0, SENP1 FRET inh 0, PfGluPho inh -4, MPTP inh 0.0, hIAP activ 0.92 and SENP6 block -3.
COc1nnc(-c2ccc(C)c(S(=O)(=O)NCC3CCCO3)c2)c2ccccc12 (configuration not stated) was read as SENP8 inh 25, ATG4B inhibitor -15, NR3A LBD binder 0, SENP1 FRET inh 1, PfGluPho inh 6, MPTP inh -0.5, hIAP activ 0.85 and SENP6 block 0.
COc1ccc(OC)c(-c2cn(S(=O)(=O)c3ccccc3)nc2N)c1 was read as SENP8 inh 2, ATG4B inhibitor -19, NR3A LBD binder 17*, SENP1 FRET inh 1, PfGluPho inh 9, MPTP inh -0.4, hIAP activ 0.9 and SENP6 block -6.
Screening COc1ccc(-c2cc3ccc(OCC(C)=O)cc3oc2=O)cc1 returned SENP8 inh -393, ATG4B inhibitor -10, NR3A LBD binder 1, SENP1 FRET inh -66, PfGluPho inh 4, MPTP inh -0.9, hIAP activ 1.4 and SENP6 block 12.
O=C(COC(=O)C12CC3CC(CC(C3)C1)C2)N1CCN(S(=O)(=O)c2ccccc2)CC1 was read as SENP8 inh 4, ATG4B inhibitor 2, NR3A LBD binder 0, SENP1 FRET inh 0, PfGluPho inh 5, MPTP inh -0.7, hIAP activ 0.93 and SENP6 block -6.
`CCc1cc(C(=O)N/N=C/c2ccc(O)cc2O)c2ccccc2n1` gave SENP8 inh 3, ATG4B inhibitor -9, NR3A LBD binder -5, SENP1 FRET inh 7, PfGluPho inh -27, MPTP inh -0.4, hIAP activ 1.7 and SENP6 block -20.
O=C(COc1ccccc1Cl)c1ccc2c(c1)CCCC2 was read as SENP8 inh 14, ATG4B inhibitor 4, NR3A LBD binder -1, SENP1 FRET inh 4, PfGluPho inh 17, MPTP inh -0.1, hIAP activ 0.94 and SENP6 block 8.
For CC1CCN(c2ccc(C(=O)O)cc2NS(=O)(=O)c2ccc(Br)cc2)CC1 the results were SENP8 inh 4, ATG4B inhibitor 6, NR3A LBD binder -3, SENP1 FRET inh 2, PfGluPho inh -10, MPTP inh 1.8, hIAP activ 1.1 and SENP6 block -20.
`C[C@H](NC(=O)c1ccccc1)C(=O)OCC(=O)Nc1sccc1C(N)=O` gave SENP8 inh -4, ATG4B inhibitor -56, NR3A LBD binder -1, SENP1 FRET inh -4, PfGluPho inh 7, MPTP inh -0.2, hIAP activ 1 and SENP6 block -9.
COc1ccccc1NC(=O)CSc1nnc(C)n1CC1CCCO1 (configuration not stated) was read as SENP8 inh 11, ATG4B inhibitor 2, NR3A LBD binder 2, SENP1 FRET inh 4, PfGluPho inh 2, MPTP inh -0.4, hIAP activ 0.89 and SENP6 block 5.

An excerpt from above in order of formula weight, largest number first.
Screening O=C(CSc1nc(O)c(C(c2ccccc2)c2ccccc2)c(=O)[nH]1)N1CCOCC1 returned SENP8 inh 11, ATG4B inhibitor 5, NR3A LBD binder 1, SENP1 FRET inh -1, PfGluPho inh -20, MPTP inh 0.6, hIAP activ 1.1 and SENP6 block -6.
For CCC(C)c1ccc(S(=O)(=O)N2CCN(c3ccccn3)CC2)cc1 (configuration not stated) the results were SENP8 inh 2, ATG4B inhibitor -4, NR3A LBD binder -1, SENP1 FRET inh 2, PfGluPho inh -30, MPTP inh 0.9, hIAP activ 1.2 and SENP6 block -5.
`O=C1OCCC1=COCCOC=C1CCOC1=O` gave SENP8 inh 2, SENP1 FRET inh -1, PfGluPho inh -10 and MPTP inh -1.9.

Next entries follow:
Screening COc1cccc(/C=N/NC(=O)c2ccc(CN3c4cccc5cccc(c45)S3(=O)=O)cc2)c1 returned SENP8 inh -230, ATG4B inhibitor 4, NR3A LBD binder -2, SENP1 FRET inh 0, PfGluPho inh 0, MPTP inh 0.0, hIAP activ 0.98 and SENP6 block 7.
Screening COc1ccc(OC)c(C2CC(=O)Nc3cc(OC)c(OC)c(OC)c32)c1 (configuration not stated) returned SENP8 inh 15, ATG4B inhibitor 2, NR3A LBD binder 1, SENP1 FRET inh 0, PfGluPho inh -16, MPTP inh -0.4, hIAP activ 1.4 and SENP6 block -1.
O=C(C1CCCC1)N(c1ccccc1)C1C=CS(=O)(=O)C1 (configuration not stated) was read as SENP8 inh 0, ATG4B inhibitor -13, SENP1 FRET inh 4, PfGluPho inh -2, MPTP inh -1.2, hIAP activ 0.95 and SENP6 block 5.
Screening O=C(Cn1nc(-c2ccccc2)ccc1=O)NCC1CCCO1 (configuration not stated) returned SENP8 inh -4, ATG4B inhibitor 6, NR3A LBD binder -3, SENP1 FRET inh -2, PfGluPho inh -2, MPTP inh -0.1, hIAP activ 1.1 and SENP6 block -15.
CCOc1ccc(CC(=O)NNC(=S)NC2CCCCC2)cc1OCC was read as SENP8 inh 25, ATG4B inhibitor -7, NR3A LBD binder -1, SENP1 FRET inh 0, PfGluPho inh -20, MPTP inh 2.6, hIAP activ 2.1* and SENP6 block -6.
Screening COc1cccc(-n2nnnc2SCC(=O)Nc2ccc(NC(C)=O)cc2)c1 returned SENP8 inh 18, ATG4B inhibitor 5, NR3A LBD binder -2, SENP1 FRET inh 0, PfGluPho inh -6, MPTP inh -0.9, hIAP activ 0.87 and SENP6 block -10.
For Cc1cc([N+](=O)[O-])ccc1N1C(=O)c2ccc(C(=O)Nc3ccccc3C(=O)O)cc2C1=O the results were SENP8 inh 15, ATG4B inhibitor 11, NR3A LBD binder -1, SENP1 FRET inh 2, PfGluPho inh -13, MPTP inh 1.0, hIAP activ 1 and SENP6 block -10.
Screening COc1cccc(NC(=O)C(NCCc2ccc(S(N)(=O)=O)cc2)c2ccccc2)c1 (configuration not stated) returned SENP8 inh 11, ATG4B inhibitor -7, NR3A LBD binder 0, SENP1 FRET inh 1, PfGluPho inh 6, MPTP inh -0.6, hIAP activ 1.1 and SENP6 block 9.
Screening Cc1cc(Cl)ccc1OCC(=O)Nc1ccccc1CO returned SENP8 inh 16, ATG4B inhibitor 7, NR3A LBD binder 1, SENP1 FRET inh 2, PfGluPho inh 26, MPTP inh -2.0, hIAP activ 1.1 and SENP6 block 3.
For COc1ccccc1-c1c(C)nn2c(C)c(C(C)=O)cnc12 the results were SENP8 inh 16, ATG4B inhibitor -3, NR3A LBD binder 2, SENP1 FRET inh 1, PfGluPho inh 3, MPTP inh -0.9, hIAP activ 0.94 and SENP6 block 2.
For O=C(Cn1c(=O)oc2ccccc21)N1CCN(c2ccc(N3CCOCC3)nn2)CC1 the results were SENP8 inh -409, ATG4B inhibitor -3, NR3A LBD binder -1, SENP1 FRET inh -23, PfGluPho inh 4, MPTP inh 0.0, hIAP activ 1 and SENP6 block 1.
For COc1cc(/C=N/NC(=O)c2ccoc2C)cc(OC)c1O the results were ATG4B inhibitor -3, NR3A LBD binder 0, PfGluPho inh 24, hIAP activ 1 and SENP6 block 1.
`CC1CN(C(=O)c2cc(S(=O)(=O)N3CCCCC3)ccc2Cl)CC(C)O1` (configuration not stated) gave SENP8 inh 5, ATG4B inhibitor -2, NR3A LBD binder 0, SENP1 FRET inh 0, PfGluPho inh 1, MPTP inh -1.3, hIAP activ 0.99 and SENP6 block 4.
For O=C(CCc1ccncc1)NC1CCCc2c1cnn2-c1ccc(F)cc1F (configuration not stated) the results were SENP8 inh -10, ATG4B inhibitor -9, NR3A LBD binder -5, SENP1 FRET inh -1, PfGluPho inh 0, MPTP inh -1.4, hIAP activ 1.1 and SENP6 block 7.
Screening O=C(Nc1ccccc1)C1=C[C@H](c2ccc3c(c2)OCO3)C[C@H](OCCCCO)O1 returned SENP8 inh -19, ATG4B inhibitor 5, NR3A LBD binder -4, SENP1 FRET inh 1, PfGluPho inh 10, MPTP inh 1.5, hIAP activ 0.88 and SENP6 block 1.
Screening Cc1csc(SCC(=O)Nc2cc(F)ccc2C)n1 returned SENP8 inh 10, SENP1 FRET inh 1, PfGluPho inh -2 and MPTP inh -1.4.
COc1ccc(C(=O)SC2=NCCS2)cc1OC was read as SENP8 inh 18, ATG4B inhibitor -7, NR3A LBD binder 3, SENP1 FRET inh -2, PfGluPho inh 2, MPTP inh 0.6, hIAP activ 1.2 and SENP6 block -16.
CC1(C)Cc2ccccc2-c2nnc(-c3ccccn3)n21 was read as SENP8 inh 6, ATG4B inhibitor 8, NR3A LBD binder -1, SENP1 FRET inh 1, PfGluPho inh 8, MPTP inh -1.2, hIAP activ 1.1 and SENP6 block -22.
COc1ccc(CNCc2cccc(OC)c2OC)cc1Br was read as SENP8 inh 8, ATG4B inhibitor 5, NR3A LBD binder -3, SENP1 FRET inh 1, PfGluPho inh -14, MPTP inh 1.6, hIAP activ 1.1 and SENP6 block -19.
Screening CCC(CC)C(=O)c1c[nH]c(C(=O)NCc2ccncc2)c1 returned SENP8 inh 4, ATG4B inhibitor 0, NR3A LBD binder 0, SENP1 FRET inh 0, PfGluPho inh -8, MPTP inh 0.9, hIAP activ 1.1 and SENP6 block -8.
For COCCSc1nnc(NC(=O)c2ccc(OC)c([N+](=O)[O-])c2)s1 the results were SENP8 inh 6, ATG4B inhibitor -5, NR3A LBD binder -2, SENP1 FRET inh 0, PfGluPho inh -6, MPTP inh -1.2, hIAP activ 1 and SENP6 block -23.
CC1CCN(CCC(=O)Nc2ccc(Br)cc2)CC1 was read as SENP8 inh 16, ATG4B inhibitor 5, NR3A LBD binder 0, SENP1 FRET inh 3, PfGluPho inh -4, MPTP inh 0.6, hIAP activ 1.2 and SENP6 block -11.
